Screens (PubChem BioAssay)
POLB inh = inhibitors of human DNA polymerase beta | Potency, µM (titrated, usually from 114 µM), for the others: at the top dose activity change, negative = inhibition, hits mostly inhibitors | actives 1.3% (n = 340,000) | AID 485314 | P06746 | Pol beta primer extension/strand displacement, fluorescence kinetic; note: potency is the fitted concentration of half-maximal effect; % is set by controls: 0 for no effect and ±100 for the full control effect
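Values derive from four-parameter Hill fits of normalized kinetic data: reads at 0 and 10 min following addition of 50 nM substrate to 10 nM Pol beta preincubated 15 min with compound.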
Apoferritin bind = binds horse apoferritin like a general anesthetic; P02791; Potency, µM (highest dose often 77.5 µM), for the others: at the highest dose activity change, negative = displacement, most hits filed as inhibitors; apoferritin/1-aminoanthracene competitive binding, fluorescence; actives 0.074% (n = 350,000); AID 485281; note: potency is the fitted concentration of half-maximal effect; % is set by controls: 0 for no effect and ±100 for the full control effect; nearly all actives have a fitted effect of over 20% in size
Target sequence (P02791 2-175 limits assumed): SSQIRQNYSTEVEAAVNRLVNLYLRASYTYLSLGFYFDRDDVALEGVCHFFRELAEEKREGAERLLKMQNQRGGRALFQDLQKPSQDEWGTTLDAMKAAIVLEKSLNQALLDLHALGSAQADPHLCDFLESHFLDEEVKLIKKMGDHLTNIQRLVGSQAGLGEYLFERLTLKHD
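Horse-spleen apoferritin (10 uM) was mixed with 50% saturated 1-aminoanthracene in PBS, exposed to compounds for 10 min at room temperature, and read for fluorescence (ex 380 nm, em 535 nm). Competitive displacement was fitted with a four-parameter Hill equation.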
12-LOX inh = blocks human arachidonate 12S-lipoxygenase; P18054; purified 12hLO, xylenol orange hydroperoxide absorbance; Potency, µM (titrated, usually from 108 µM), inactives show at the top dose activity change, negative = inhibition, usual class: inhibitors; actives 1.1% (n = 580,000); note: potency is the fitted concentration of half-maximal effect; % is set by controls: 0 for no effect and ±100 for the full control effect
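Purified human 12hLO (150 nM final) in 25 mM Hepes, 0.01% Triton X-100, pH 7.0 was preincubated 15 min at room temperature with compound. Then 40 uM arachidonic acid was added, 30 min. Hydroperoxide was read by Fe-XO absorbance ratio 573/405 nm.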
APEX1 inh = APE1 (human) endonuclease inhibition. P27695. recombinant APE1, TAMRA/BHQ-2 abasic DNA cleavage fluorescence. Potency, µM (doses to about 65.8 µM), for inactives: at the highest dose activity change, negative = inhibition, actives largely listed as inhibitors. actives 0.35% (n = 350,000);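 note: potency is the fitted concentration of half-maximal effect; plate controls were vehicle for no effect and reference inhibitor for full effect; nearly all actives have a fitted effect of over 55% in size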
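Endonuclease cleavage of a quenched abasic-site DNA duplex (50 nM) by APE1 (0.75 nM) was tracked by TAMRA dequenching. Compounds were preincubated with enzyme 15 min at room temperature; data normalized to buffer-only and DMSO wells plus NSC13755 control.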
BLM inh = inhibitors of human Bloom syndrome helicase BLM; recombinant BLM DNA unwinding, fluorescence dequenching; Potency, µM (doses to about 56.1 µM), for inactives: top-dose activity change, negative = inhibition, actives largely listed as inhibitors; P54132; AID 2528; actives 0.2% (n = 350,000);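 note: potency is the fitted concentration of half-maximal effect; plate controls were vehicle for no effect and no enzyme for full effect; nearly all actives have a fitted effect of over 35% in size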
Pol iota inh = blocks human DNA polymerase iota activity; Q9UNA4; Pol iota fluorescent replication assay, 10 min; Potency, µM (highest dose often 115 µM), inactives show at the highest dose activity, negative = inhibition, actives largely listed as inhibitors; AID 588590; actives 1% (n = 390,000); note: potency is the fitted concentration of half-maximal effect
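Fluorescent replication assay read twice, at 0 min and 10 min after adding 50 nM (final) substrate. Enzyme (10 nM) and compounds were first incubated 15 min at room temperature; enzyme-free buffer wells were negative controls.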
Pol kappa inh = blocks human DNA polymerase kappa activity | Q9UBT6 | purified Pol kappa, fluorescent DNA synthesis assay, 10 min | Potency, µM (highest dose often 107 µM), for the others: top-dose activity, negative = inhibition, actives largely listed as inhibitors | actives 0.53% (n = 400,000) | AID 588579; note: potency is the fitted concentration of half-maximal effect; % is set by controls: 0 for no effect and ±100 for the full control effect
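Kinetic fluorescence screen: compound preincubated 15 min RT with 10 nM enzyme; 50 nM substrate (final) initiates; reads at 0/10 min.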
TRHR ag = agonists of human TRH receptor | P34981 | TRHR cells, calcium flux fluo-8, FDSS agonist mode | activation, % at 2 µM | actives 0.18% (n = 360,000); in the data active = activation above about 30%; note: 0% is about no effect
Target sequence (P34981 whole entry, looked up): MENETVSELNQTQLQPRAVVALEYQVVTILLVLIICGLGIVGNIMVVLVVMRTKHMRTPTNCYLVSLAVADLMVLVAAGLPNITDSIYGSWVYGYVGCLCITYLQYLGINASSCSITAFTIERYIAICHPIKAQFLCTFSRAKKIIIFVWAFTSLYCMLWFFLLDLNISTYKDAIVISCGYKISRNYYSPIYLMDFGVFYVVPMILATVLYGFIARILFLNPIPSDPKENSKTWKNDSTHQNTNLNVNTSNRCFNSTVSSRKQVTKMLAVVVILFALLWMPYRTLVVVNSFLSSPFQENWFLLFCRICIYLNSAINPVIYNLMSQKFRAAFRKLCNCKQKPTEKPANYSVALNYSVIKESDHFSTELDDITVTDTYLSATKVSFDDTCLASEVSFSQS
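Steps: seed TRHR cells overnight; add fluo-8 no-wash Ca dye, RT 30 min–1.5 h; record 10 s baseline; pin-transfer compounds; monitor fluorescence 1 cycle/s for the agonist window. Calcium increases flag candidate agonists.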
ERG Ets-DNA blk = inhibitors of human ERG Ets domain-DNA interaction; P11308; fluorescence polarization, His-ERG Ets domain / labelled DNA; Potency, µM (titrated, usually from 76.9 µM), for inactives: at the top dose FP activity, negative = inhibition, most hits filed as inhibitors; actives 0.028% (n = 370,000); active = well fitted inhibition curve with a large enough effect in the polarisation, with a control signal flat; inconclusive = small, poorly fitted or top-dose-only effect, or effect the other way, or a change in a side signal; inactive = no such curve, though single readings can be large or run the other way; the % refers to the polarisation;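 note: polarization taken with two DNA probes labelled with fluorescein and Texas red; potency is the fitted concentration of half-maximal effect; % of control where 0% means no effect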
Target sequence (P11308 whole entry, looked up, the tested form may be a part): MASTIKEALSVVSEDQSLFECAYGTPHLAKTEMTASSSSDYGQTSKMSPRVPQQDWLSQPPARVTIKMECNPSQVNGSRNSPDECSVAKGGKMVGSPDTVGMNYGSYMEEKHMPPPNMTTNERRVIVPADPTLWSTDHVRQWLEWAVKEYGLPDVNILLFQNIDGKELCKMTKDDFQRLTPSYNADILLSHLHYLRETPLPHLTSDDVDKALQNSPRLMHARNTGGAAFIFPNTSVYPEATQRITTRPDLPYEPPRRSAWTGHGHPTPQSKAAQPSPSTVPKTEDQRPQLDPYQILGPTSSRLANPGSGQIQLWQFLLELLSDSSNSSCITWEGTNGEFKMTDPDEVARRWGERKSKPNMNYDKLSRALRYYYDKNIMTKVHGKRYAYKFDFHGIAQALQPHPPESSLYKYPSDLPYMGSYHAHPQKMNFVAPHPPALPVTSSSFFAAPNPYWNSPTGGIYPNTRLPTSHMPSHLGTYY
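His-tagged ERG Ets domain (1 uM in the protein solution; 300mM KCl, 50mM Tris-HCl, 1mM EDTA, 1mM DTT, pH 7.5) received compound, then a probe mix of 5 nM fluorescein-DNA and 100nM Texas-615-DNA. Fluorescence polarization was read for both dyes.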
* = called active by the depositor; ? = inconclusive; . = no result given; & = joins results of further samples; [ ] = another dose, or the depositor's remark. Unless noted, calls come from the whole dose curve; as a rule, active = well fitted curve in the direction sought with a large enough effect; inconclusive = small, poorly fitted or top-dose-only effect, or another doubt; inactive = no such curve, though single readings can be large; an effect the other way counts as inactive or inconclusive.

Every second line gives: POLB inh	Apoferritin bind	12-LOX inh	APEX1 inh	BLM inh	Pol iota inh	Pol kappa inh	TRHR ag	ERG Ets-DNA blk
O=C1/C(=C/c2cccs2)Cc2ccccc21
→ 30%[57.1 µM]	-1%	8%	-3%	3%	18%	-9%	-0.1	3%
O=S(=O)(Nc1cccc(Oc2ccc(Cl)cc2)n1)c1ccc(F)cc1
→ 10%	6%	.	31%	-10%	40%[activator]	-22%	-1.5	-5%
Cc1cc(NC(=O)CN2CCN(C/C=C/c3ccccc3)CC2)c([N+](=O)[O-])cc1C
→ -15%	0%	-19%	-1%	1%	18%	4%	0.1	-9%
O=[N+]([O-])c1ccccc1NC1CCN(Cc2ccccc2)CC1
→ ?	-18%	?	13%	3%	20%	-6%	-0.2	-11%
Cc1noc(C)c1C(=O)OCC(=O)NC(=O)NC12CC3CC(CC(C3)C1)C2
→ 9%	?	-8%	-5%	-4%	15%	4%	0.8	2%
CS(=O)(=O)N1CCc2cc(C(=O)N3CCOCC3)ccc21
→ 1%	4%	-12%	0%	-1%	-4%	-1%	0.9	1%
CCOC(=O)c1nn(-c2ccc3c(c2)OCO3)cc1O
→ 1%	-18%	?	18%	-2%	5%	-2%	0.0	4%
COc1ccc(OC(=O)/C=C/c2ccc([N+](=O)[O-])cc2)cc1
→ 1%	4%	-15%	44%	2%	3%	1%	0.4	?
CCN(CC)c1ccc(CNC23CN4CN(CN(C4)C2)C3)cc1
→ 17%	-9%	5%	-4%	-1%	-1%	-4%	-0.5	-4%
C[N+](C)(C)CCCCCC[N+](C)(C)C
→ -14%&-9%[57.1 µM]	-5%	-1%	1%	-5%	?	6%[60.1 µM]	.	?
Cc1nn(-c2ccccc2)nc1-c1nnc(-c2ccc(C(F)(F)F)cc2)o1
→ 3%	-4%	9%	?	-1%	105%[activator]	-1%	-0.8	-6%
O=C(CCN1CCN(c2ccccc2)CC1)NNC(=O)Cc1ccccc1Cl
→ .	.	0%	1%	.	4%	5%	0.1	19%
O=C(Nc1ccccc1)c1ccc2ccccc2n1
→ -24%	-16%	-3%	-3%	-1%	-9%	-17%	1.0	-8%
COc1ccc(-c2nnc(-c3ccccc3)o2)cc1OC
→ 30%	2%	12%	-6%	1%	-5%	5%	1.5	-20%
CC1CCCN(C(=O)CSc2nnc(-c3cccs3)o2)C1 (configuration not stated)
→ 61%	-6%	-14%	3%	-11%	62%[activator]	-1%	0.2	3%
Cc1ccc(C(=O)NNC(=O)c2nn(-c3ccc(F)cc3)ccc2=O)cc1
→ -12%	-19%	-4%	-4%	0%	-6%	-18%	-1.0	-9%
NCc1c(O)ccc2ccccc12
→ 3%	3%	?	-2%	3%	.	.	0.3	.
COc1ccc(NC(=O)c2c(C)oc3ccc(O)c(CN4CCOCC4)c23)cc1
→ 29%	-1%	-6%	.	1%	10%	18%	-0.1	1%
Cc1cccc(N2CCN(S(=O)(=O)c3ccc4c(c3)CCN4C(=O)CCC(=O)O)CC2)c1C
→ 0%	-8%	-2%	-11%	-10%	40%[activator]	3%	0.2	4%
O=C(CSc1ccc2ccccc2c1)Nc1ccncc1
→ 2%	?	0%	-3%	-4%	30%[activator]	-3%	0.2	-4%
Cc1ccc(CSc2nc3cccnc3n2Cc2ccc(C(=O)NCc3ccco3)cc2)cc1
→ -7%	5%	0%	.	-1%	-10%	-19%	0.1	-3%
COCCCN1C(=O)c2oc3ccccc3c(=O)c2C12C(=O)N(C)c1ccccc12 (configuration not stated)
→ -2%	-8%	-20%	.	1%	-3%	18%	0.0	1%
Cc1ccc(/C=C2\SC(=S)N(CCCC(=O)Nc3cc(C)on3)C2=O)cc1
→ 62%	-4%	1%	1%	-10%	9%	-1%	-0.1	8%
COC(=O)CNC(=O)CCC(=O)N1CCN(C(c2ccccc2)c2ccccc2)CC1
→ 9%	-7%	-21%	42%	-4%	90%[activator]	-13%	-0.4	9%
COc1ccc(CN2CCNC(=O)C2CC(=O)NCCCn2cccn2)c(OC)c1 (configuration not stated)
→ 0%	-6%	-2%	6%	1%	97%[activator]	-9%	0.3	-13%
CCOC(=O)C1(Cc2ccc(OC)cc2)CCN(C(=O)CN2CCN(CC)CC2)CC1
→ 1%	-7%	-5%	-1%	1%	27%	-3%	0.4	7%
O=C(NCCc1ccco1)c1nn(Cc2ccccc2)c(=O)c2ccccc12
→ 45µM*	?	-9%	-6%	2%	?	-16%	-0.6	-7%
O=C(c1ccccc1Br)N1CCN(c2ccccc2)CC1
→ -19%	-4%	-20%	5%	1%	0%	-11%	1.2	5%
O=c1oc2ccccc2c(N2CCCCC2)c1CN1CCCCC1
→ 29%	6%	36%[activator]	0%	-7%	-13%	0%	-0.5	-1%
CC(C)NC(=O)NS(=O)(=O)c1cnccc1N1CCCCC1
→ 21%	-4%	192%[activator]	4%	-2%	4%	0%	-0.4	-2%
O=C(CCC(=O)c1cccs1)OCc1nc2ccccc2s1
→ 12%	?	0%	0%	-6%	5%	-6%	-0.3	-4%
CS(=O)(=O)N1CCN(C(=O)c2cc(-c3cccs3)nc3ccccc23)CC1
→ -21%	-1%	-6%	-1%	-2%	6%	-7%	1.1	-4%
O=C(NCc1ccccc1F)C1CCCN(S(=O)(=O)N2CCOCC2)C1 (configuration not stated)
→ 97%	-4%	15%	31%	0%	36%[activator]	-5%	0.2	12%
O=C(NC1CCCCC1)c1ccc2c(c1)N(Cc1cccc(Cl)c1)C(=O)c1ccccc1S2(=O)=O
→ -10%	-18%	-11%	.	-5%	7%	-13%[60.1 µM]	1.0	-2%
O=C(c1cccs1)N1CCN(C(=O)c2cn(-c3ccccc3)nc2-c2ccccc2)CC1
→ .	.	1%	0%	.	23%	-9%	.	-12%
COc1ccc(NC(=S)N(CCN2CCOCC2)Cc2ccccc2F)cc1
→ 8%	-10%	0%	-4%	-2%	32%[activator]	6%	-0.2	-1%
COc1cc2c(cc1OC)C1=C(C#N)CCC(=NC(=O)c3ccc(Cl)cc3)N1CC2
→ 2%	-20%	4%	-2%	0%	7%	-5%	-0.1	-5%
COc1ccccc1C(=O)n1nc(-c2cccnc2)nc1N
→ ?	-6%	9%[57.4 µM]	-2%	0%	7%	6%	0.4	11%
Cc1ccc(-c2cc(-c3n[nH]c(=S)o3)c3ccccc3n2)cc1
→ 73%	-2%	2.2µM*	18%	-4%	-8%	-14%	0.2	-3%
CCCOCC1CC2(CC(C)(c3csc(N)n3)OC2=O)C(=O)O1 (configuration not stated)
→ 6%	-3%	3%	1%	4%	27%	-16%	0.0	-10%
c1ccc2c(c1)ncn2-c1ncnc2sc3c(c12)CCCC3
→ 1%	-9%	-9%	1%	-2%	8%	-1%	-0.2	-4%
O=C(c1cccs1)N(Cc1ccco1)c1nc(-c2ccc(F)cc2)cs1
→ 1%	-6%	381%[activator]	-2%	-7%	-7%	4%	1.5	-6%
Cc1cc(=O)[nH]c(/N=C(\N)Nc2ccc3c(c2)OCCO3)n1
→ -4%	-2%	?	0%	-3%	24%	-9%	-0.1	6%
COc1ccc(CCNC(=S)NCCc2ccc(OC)c(OC)c2)cc1OC
→ 6%	-2%	?	-4%	1%	31%[activator]	0%	0.5	1%
Cc1ccn2c(=O)cc(CSc3nnc(C)s3)nc2c1
→ 39%[activator]	-5%	-14%	.	-3%	5%	-4%[60.1 µM]	-0.1	-1%
Fc1ccc(CNc2ncnc3c2cnn3-c2ccccc2)cc1
→ 0%	-14%	9%	0%	2%	-1%	-7%	1.8	-16%
Cc1ccc(C2=CN(Cc3ccccc3)CCC2=O)cc1
→ .	.	-27%	17%	.	?	-21%	.	-1%
CN(Cc1ccon1)Cc1cn(C)nc1-c1cccc(Cl)c1
→ 1%	-7%	-8%	13%	11%	10%	-6%	-0.4	-17%
CCCCCC(=O)Nc1ccc2oc(-c3cccnc3)nc2c1
→ 16%	-1%	1%&5%	-4%	-6%	19%	-14%	-0.6	0%
C=CCN(C(=O)c1ccccn1)C(C(=O)NCc1ccccc1)c1ccccc1F (configuration not stated)
→ -30%	-10%	5%	2%	-1%	9%	-10%	1.7	1%

The list continues.
Every second line gives: POLB inh	Apoferritin bind	12-LOX inh	APEX1 inh	BLM inh	Pol iota inh	Pol kappa inh	TRHR ag	ERG Ets-DNA blk
CCc1ccc(N(C2C=CS(=O)(=O)C2)S(=O)(=O)c2ccccc2)cc1 (configuration not stated)
→ -15%	-5%	?	-5%	-6%	-2%	-5%	-1.3	7%
CCOc1cc(C(=O)NC2CC(C)(C)NC(C)(C)C2)cc(OCC)c1OCC
→ 13%	-11%	-12%	44%	-9%	112%[activator]	-3%	-0.3	4%
Cn1nc([N+](=O)[O-])nc1Sc1ccc(Cl)cc1
→ -15%	-2%	?	0%	4%	-2%	-3%	-2.1	-2%
O=C(NNC(=O)c1ccc(Cl)cc1Cl)Nc1ccccc1
→ 15%	-21%	-13%	2%	-1%	12%	-3%	0.2	1%
CCOC(=O)[C@H]1[C@H]2COc3ccc(C)cc3[C@@H]2N2C(=O)CN(CC3CCCO3)C(=O)[C@@]12C (some centres not stated)
→ .	.	-1%	?	.	4%	-5%	-0.1	3%
COc1ccc(-c2cc3c(=O)n(CC(=O)NCc4ccccc4OC)ncn3n2)cc1
→ -4%	-7%	-6%	38%	0%	-11%	7%	0.2	-10%
CCC1CCCCN1CCCNC(=O)c1ccc(CS(=O)(=O)Cc2ccccc2F)o1 (configuration not stated)
→ -5%	-12%	77%[activator]	8%	0%	12%	0%	0.6	10%

Only part of the results is shown; count on the stated rates, not on these rows.
